# High-throughput results: PubChem BioAssay, several laboratories
# DAX1 inh-1: NR0B1 (DAX1) inhibition; P51843; AID 504766; HEK293 Gal4-DAX1 luciferase reporter, luminescence; hit rate 0.99% among 340,000; inhibition, % at 6.75 µM;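 active means inhibition above the mean over all tested compounds plus 3 SD, cut at about 4.2% in these data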;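 further: 0% = DAX1-transfected cells with DMSO and 100% = empty-vector control cells with DMSO; inhibition shows as a rise in luminescence from relieved DAX1 repression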
# DAX1 inh-2: inhibitors of DAX1 repression of SF-1 activated StAR promoter; HEK293T StAR-luciferase reporter, SF-1/DAX-1 repression relief; inhibition, % at 6.8 µM; hit rate 1.1% among 370,000; AID 652010;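 active means inhibition above the mean over all tested compounds plus 3 SD, cut at about 3.6% in these data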;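 further: 0% = DAX-1 cells with DMSO and 100% = cells lacking DAX-1 with DMSO; higher inhibition means more luminescence from relief of DAX-1 repression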
# ssDAF12 agonist: activators of S. stercoralis DAF-12 nuclear receptor. hit rate 1% among 370,000. AID 652126. HEK293 ssDAF-12/GRIP1 lit1-tk-luc reporter, luminescence; % of 3 µM dafachronic acid response. activation, % at 6.8 µM;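 active means activation above the mean over all tested compounds plus 3 SD, cut at about 0.9% in these data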;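 further: 0% = DMSO-only wells and 100% = 3 µM delta7-dafachronic acid wells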
# hcDAF-12 act: H. contortus DAF-12 activation, primary screen; AID 652067; activation, % at 6.8 µM; HEK293 hcDAF-12 lit1-tk-luc reporter, luminescence; 0% DMSO, 100% Δ7-dafachronic acid; hit rate 1.4% among 370,000;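 active means activation above the mean of all tested compounds plus 3 SD, cut at about 5.5% in these data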;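 further: 100% = response to 3 µM Δ7-dafachronic acid high control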
# ADAM17 inh: ADAM17 inhibition, QFRET primary screen | AID 720648 | inhibition, % at 6.95 µM | recombinant ADAM17, EDANS/DABCYL FRET peptide cleavage | hit rate 0.83% among 370,000;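 active means inhibition above the mean of compounds lying between control limits plus 3 SD, set per campaign, cut at about 8.5% in these data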;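 further: 0% = DMSO-only wells as the low control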
# Target sequence (P78536 215-824 limits assumed): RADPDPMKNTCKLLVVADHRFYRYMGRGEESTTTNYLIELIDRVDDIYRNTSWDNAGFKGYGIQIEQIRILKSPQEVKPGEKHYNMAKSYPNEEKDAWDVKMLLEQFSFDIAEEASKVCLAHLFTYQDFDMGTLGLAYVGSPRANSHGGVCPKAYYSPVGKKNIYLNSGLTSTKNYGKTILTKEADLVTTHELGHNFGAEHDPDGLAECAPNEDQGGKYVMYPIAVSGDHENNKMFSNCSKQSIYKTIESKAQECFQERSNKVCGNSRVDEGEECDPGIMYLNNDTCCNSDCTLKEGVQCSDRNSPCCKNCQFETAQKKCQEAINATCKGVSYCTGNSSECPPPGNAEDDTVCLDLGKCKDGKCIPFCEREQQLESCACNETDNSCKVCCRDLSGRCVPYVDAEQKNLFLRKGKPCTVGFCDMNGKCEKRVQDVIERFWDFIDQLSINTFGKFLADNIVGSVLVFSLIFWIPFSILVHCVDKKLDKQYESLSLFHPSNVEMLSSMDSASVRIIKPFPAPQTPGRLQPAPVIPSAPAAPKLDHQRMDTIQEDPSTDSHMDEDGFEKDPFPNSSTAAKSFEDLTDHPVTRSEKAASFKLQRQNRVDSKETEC
# PLCb3 inh: blocks human PLC-beta3 enzyme activity; Purified PLC-beta3, fluorogenic substrate, fluorescence; hit rate 0.18% among 370,000; inhibition, % at 12.2 µM; Q01970; in the data active means inhibition above about 11%;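 further: 0% = median of compound wells on plate and 100% = full blocker control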
# MBD2 inh: MBD2-methylated oligo binding inhibition; TR-FRET, MBD2 binding to methylated oligonucleotide; hit rate 0.31% among 370,000; inhibition, % at 4.4 µM; in the data active means inhibition above about 13%
# Target sequence (Q9UBB5 whole entry, looked up): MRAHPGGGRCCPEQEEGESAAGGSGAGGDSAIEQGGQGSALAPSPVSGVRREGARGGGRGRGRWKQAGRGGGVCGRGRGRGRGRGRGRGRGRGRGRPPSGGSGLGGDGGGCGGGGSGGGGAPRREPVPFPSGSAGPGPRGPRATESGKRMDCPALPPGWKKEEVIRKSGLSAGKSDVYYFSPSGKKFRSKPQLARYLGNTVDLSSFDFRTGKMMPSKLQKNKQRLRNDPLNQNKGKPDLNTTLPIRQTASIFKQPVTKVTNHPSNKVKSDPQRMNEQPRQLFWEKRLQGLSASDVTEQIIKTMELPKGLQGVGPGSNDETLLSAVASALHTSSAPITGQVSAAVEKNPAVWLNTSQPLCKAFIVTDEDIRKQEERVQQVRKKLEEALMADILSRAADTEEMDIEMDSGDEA
# NR1D1 modulator: modulates human Rev-erb alpha binding to DNA; Rev-erbα–FITC-DNA binding, fluorescence polarization, 90 min; activity, % at 10 µM; hit rate 0.79% among 370,000;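 active means activity above about 14%, limit read from the data; passing the limit was not always enough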;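 further: 0% = DMSO wells with 35 nM protein and 100% = DMSO wells with 750 nM protein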
# SMARCA2 act: increases SMARCA2 function in MMTV reporter cells; MG213 cells, MMTV-luciferase reporter, dexamethasone, overnight; activation, % at 9.1 µM; hit rate 1% among 370,000; in the data active means activation above about 7.8%;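 further: 0% = vehicle wells and 100% = reference activator wells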
# PLCg1 inh: PLC-gamma1 (human) inhibition, primary screen | P19174 | purified PLC-gamma1, fluorogenic substrate, fluorescence | inhibition, % at 12.2 µM | hit rate 0.84% among 370,000; in the data active means inhibition above about 9.5%
# hgDAF-12 ag: agonists of H. glycines DAF-12 nuclear receptor; HEK293 GAL4-hgDAF12 UAS-luciferase reporter, agonist luminescence; normalized to butyrate control; activation, % at 6.8 µM; hit rate 1.8% among 370,000;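 active means activation above a cutoff set at the mean of all screened compounds plus 3 SD, cut at about 10% in these data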;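 further: 0% = DMSO wells and 100% = sodium butyrate wells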
# * marks the source's active call; other numbers are inactive results; / = not tested or not shown; & = joins results of further samples. Compounds were not picked by outcome; overall some 7.4% were active at least once.
Structure,DAX1 inh-1,DAX1 inh-2,ssDAF12 agonist,hcDAF-12 act,ADAM17 inh,PLCb3 inh,MBD2 inh,NR1D1 modulator,SMARCA2 act,PLCg1 inh,hgDAF-12 ag
CC1CCc2c(c3ccccc3[nH]c2=O)O1 (centres undefined),-0.7,-0.1,-1.6,-0.6,0,-2,5,2,1,4,-0.1
O=C(Cn1ccc(NC(=O)OCc2ccccc2)nc1=O)NCCc1ccccn1,1.5,0.2,-0.7,-0.8,0,4,6,0,-1,0,-0.4
CCn1c(COc2c(C)cccc2C)nnc1SCc1nc2ccccc2c(=O)[nH]1,0.4,0.5,-1.6,-0.1,2,-1,3,-3,-1,-1,-2.1
COc1ccccc1NC(=O)C(C)Sc1nccn1C (centres undefined),-0.8,1.0,-0.8,-0.3,5,-2,-1,-3,0,6,-2.3
Cc1ccc(-c2cnc(C(O)c3c(C)cccc3C)[nH]2)cc1 (centres undefined),/,0.3,-0.9,-2.3,2,2,-1,3,1,5,-0.9
Clc1cccc(CN2CCc3c([nH]c4ccccc34)C2)c1Cl,1.2,-0.5,-0.6,7.0*,-12,-32,0,5,-2,-18,0.6
Cc1cc(C(=O)N/N=C2\CC(=O)CC(C)(C)C2)c2ccccc2n1,0.1,-0.6,-1.0,2.6,-6,-20,5,-2,-2,-16,-1.5
C=CCSc1ncc(-c2ccccc2)cn1,0.3,0.7,-0.5,2.1,-2,2,7,3,6,-1,6.8
Cc1cc(NC(=O)C2C3C(=O)N(CCC(C)C)C(C(=O)NCc4ccccc4)C34C=CC2(C)O4)no1 (centres undefined),-1.5,-0.8,0.7,-1.7,-4,3,3,5,-1,0,0.0
CCCCNc1nnc(SCC(=O)c2c(N)n(CCC)c(=O)[nH]c2=O)s1,0.2,-0.4,-0.8,0.4,-3,-1,3,6,6,1,1.8
CC[C@@H](C)[C@@H]1CN([C@@H](C)CN2CCC[C@H]2CN2C(N)=NC[C@@H]2Cc2ccccc2)C(=N)N1CCCC1CCCC1,0.3,-0.1,-1.5,-0.3,0,4,-2,2,1,5,0.5
O=C(N/N=C/c1ccc([N+](=O)[O-])o1)c1ccc(O)cc1,-3.8,-5.1,-1.2,-2.5,-4,-10,0,-3&-6,-7,-8,-7.5
CSc1ccccc1NC(=O)CN(C)CC(=O)Nc1ccccc1C(F)(F)F,0.0,-0.9,-0.9,-2.1,-7,-1,10,-8,-1,6,0.9
COc1ccc(N2Cc3ccc(OC)c(OC)c3C2=O)cc1,1.6,1.1,-0.8,1.5,0,-20,-1,-3,4,-12,10
Cc1c(Nc2cc(N3CCCC(C)C3)c3nonc3c2[N+](=O)[O-])c(=O)n(-c2ccccc2)n1C (centres undefined),-0.2,0.3,-1.2,0.7,-3,2,-3,4,-3,3,-1.2
Cc1ccccc1N(C(=O)Cc1c[nH]c2ccccc12)C(C(=O)NC1CCCCC1)c1ccco1 (centres undefined),0.2,0.6,0.7,2.2,-1,1,-2,-2,-1,-1,-0.2
O=S(=O)(Nc1ccccc1O)c1cccc2cccnc12,-0.2,-0.5,-0.2,0.3,-5,0,-1,-6,0,0,-0.8
COc1ccc(CC(=O)N2CCN(c3ccc(C4=NNC(=O)CC4C)cc3)CC2)cc1 (centres undefined),-0.8,0.1,-1.0,-1.7,-82,-97,-3,-3,0,-67,-4.3
COc1ccccc1/C=[N+](\[O-])C1SC(=S)N(C)C1(C)C (centres undefined),0.5,0.2,-0.8,-1.0,1,-5,-1,-2,1,1,-1.8
O=C(Cc1n[nH]c(=O)c2ccccc12)Nc1ccc(-c2nnc3n2CCCCC3)cc1,1.3,0.3,-1.6,0.1,-3,0,-1,-5,1,1,0.2

Structure,DAX1 inh-1,DAX1 inh-2,ssDAF12 agonist,hcDAF-12 act,ADAM17 inh,PLCb3 inh,MBD2 inh,NR1D1 modulator,SMARCA2 act,PLCg1 inh,hgDAF-12 ag
COc1cc(/C=N/NC(=Nc2ccc(C)cc2)c2nc3ccccc3s2)ccc1O,-3.6,-2.7,-2.6,-3.1,-1,-35,-4,2,-6,-20,-11
Cc1c(Br)c([N+](=O)[O-])nn1C(C)C(=O)N1CCCc2ccccc21 (centres undefined),-0.5,0.2,-0.4,3.3,-1,1,0,-2,2,0,2.5
CCOC(=O)N1CCN(C(=O)CSCc2nc(-c3ccccc3F)oc2C)CC1,-0.4,-1.0,-0.9,0.4,-5,-1,5,1,-2,-1,-1.8
COc1cc(OC)c(OC)cc1CN1CCN(c2ccccc2OC)CC1,3.1,-1.0,-0.9,-0.4,6,6,-1,-2,-5,8,2.3
CN(CC(=O)Nc1cccc(F)c1)C(=O)c1cn(-c2ccccc2)nc1-c1ccc(F)cc1,-0.7,-1.2,-1.1,-0.2,6,5,-2,6,-3,3,2.4
COc1ccc(S(=O)(=O)NC(CC(=O)O)c2ccco2)cc1 (centres undefined),1.9,0.0,-0.7,-2.1,-4,0,-3,1,-2,0,-0.9
CCCCOCCCNC(=O)CCCOc1ccccc1,0.6,0.3,-1.3,-2.0,-9,4,2,3,3,-4,1.7
CCO[C@H]1OC(C(=O)N2CCOCC2)=C[C@@H](c2coc3ccccc3c2=O)[C@@H]1CCCO,-0.2,0.2,-1.1,-1.0,-4,1,3,2,1,-1,-0.3
COc1cc(CN2CCNC(=O)C2CC(=O)N2CCCO2)cc(OC)c1 (centres undefined),0.6,-0.3,-1.1,-1.5,-5,-22,0,-1,-4,-17,1.3
C=CCSc1nnc(-c2nnc(SCC=C)n2-c2ccccc2)n1-c1ccccc1,-0.9,-0.8,-0.7,-2.2,4,1,3,-5,-1,1,-1.4
COc1ccc2[nH]cc(/C=N/NS(=O)(=O)c3ccc(C)cc3)c2c1,-4.0,-1.7,-1.9,-0.7,2,-8,-7,7,-5,3,-3.5
O=C(NC1CCCCN(Cc2cccc(Cl)c2)C1=O)c1cccc([N+](=O)[O-])c1 (centres undefined),/,0.6,-1.4,-2.1,2,-1,-1,1,-3,-1,-1.4
CC(C)CN(C(=O)CN1CCCCCC1)c1c(N)n(CC(C)C)c(=O)[nH]c1=O,1.0,1.4,-1.9,-0.4,-8,-9,0,-3,-3,-7,2.9
COCCN1C(=O)N(c2cccc(OC)c2)C(=O)C1CC(=O)Nc1ccc(OC)cc1 (centres undefined),1.2,0.0,-0.9,-1.2,-1,2,-5,5,5,-1,-1.3
O=C(NC1CCCCN(Cc2ccc(Cl)cc2)C1=O)c1c(F)cccc1F (centres undefined),/,-0.1,-1.1,-2.2,1,3,2,0,0,4,-1.3
O=C(NC1CCCCCC1)c1ccc(CS(=O)(=O)Cc2ccccc2F)o1,0.1,0.0,-1.2,-0.3,-3,-14,5,3,-4,-1,5.0
Cc1ccccc1N(CC(=O)O)S(C)(=O)=O,-0.9,0.2,-1.3,-2.0,5,3,2,-1,0,3,1.4
Cc1cc(Cl)c2oc(C(=O)N3CCN(c4cccc(C)n4)CC3)c(C)c2c1,0.9,1.1,-0.8,1.8,1,-6,-1,1,11*,0,7.6
CC(OC(=O)CNC(=O)c1ccc2ccccc2c1)C(=O)NC1CCCCC1C (centres undefined),1.4,-1.0,-0.8,-1.5,0,-5,1,0,-1,2,1.6
NS(=O)(=O)c1ccc(CCNC(=O)CSc2ccsc2[N+](=O)[O-])cc1,1.1,1.0,-1.6,2.1,1,-11,-1,0,-1,-4,1.5

Structure,DAX1 inh-1,DAX1 inh-2,ssDAF12 agonist,hcDAF-12 act,ADAM17 inh,PLCb3 inh,MBD2 inh,NR1D1 modulator,SMARCA2 act,PLCg1 inh,hgDAF-12 ag
Cc1ccc(C(=O)c2cnc3ccccc3c2-c2ccccc2)cc1,0.3,-0.3,-1.7,-3.0,4,3,2,2,-3,0,-0.4
O=C(NC1CCCCC1)C(c1cccnc1)N(C(=O)c1csnn1)c1ccccc1F (centres undefined),1.0,0.5,-0.6,-0.7,-3,-7,0,0,-1,0,0.5
O=C(Nc1cc(S(=O)(=O)N2CCOCC2)ccc1Cl)c1ccncc1,-1.2,-0.1,-0.9,0.7,-2,1,-4,2,-1,-1,-3.9
O=C(CC[C@H]1O[C@@H](n2cnc3c(NC(=O)c4ccccc4)ncnc32)[C@H](O)[C@@H]1O)NCCCN1CCOCC1,/,0.8,-0.6,0.9,-2,5,-1,2,-3,-1,0.4
CC(C)n1ncc2c(C(=O)Nc3ccc(CC#N)cc3)cc(C3CC3)nc21,-0.2,-2.1,-1.4,1.1,1,-10,-1,3,1,-4,1.6
Cc1cccc2cc(CN(CC3CCCO3)C(=S)Nc3ccccc3)c(=O)[nH]c12 (centres undefined),0.3,-0.2,0.3,-0.5,-3,1,-5,-1,1,-1,1.4
c1ccc2c(C[C@@H]3CNCCN3CCC34CC5CC(CC(C5)C3)C4)cccc2c1,0.3,-0.1,-1.8,-0.6,-1,-4,-3,-7,-2,2,-0.6
CC(=O)Nc1ccc(-c2ccnc3c2CC(C(=O)NCc2ccco2)O3)cc1 (centres undefined),/,4.7*,0.5,4.5,1,2,-1,-4,-3,6,-1.5
COC(=O)c1cc(C#N)c(Oc2cccc(C)c2C)nc1C,1.5,-0.2,-1.5,-0.4,0,-3,1,-3,0,4,0.7
O=C(Cc1c(Cl)cccc1Cl)Nc1cccnc1,-0.6,-0.2,-1.1,-0.7,0,3,4,-4,1,4,-1.4
Cn1cccc1C(=O)OCc1nc2ccccc2c(=O)[nH]1,0.3,1.0,-1.6,-0.4,-12,-161,-5,-8,0,-134,3.7
COc1ccc(N2CCN(C(=O)c3cc4c(C)nc5ccccc5c4o3)CC2)cc1,-0.5,-2.2,-1.3,-2.3,-1,-6,3,-3,-2,1,-2.5
CCN(CC(=O)NCc1cccs1)C(=O)c1ccc(S(=O)(=O)N(C)C)cc1,-0.6,-0.5,-1.0,-1.6,1,-8,6,2,-5,-3,-2.0
CCN(C(=O)CSc1nc2ccc([N+](=O)[O-])cc2s1)C1CCS(=O)(=O)C1 (centres undefined),-0.3,-0.7,-1.3,0.3,1,-7,-1,-4,-3,2,1.2
CC(C)Oc1cccc(C(=O)Nc2ccc(N3CCN(C)CC3)cc2)c1,-0.5,-0.1,-0.6,-1.0,0,-4,-3,0,1,-1,4.5
O=C(NCc1ccccc1)C1CCC(=O)N(CCCN2CCCC2=O)C1 (centres undefined),0.4,-0.1,-0.9,1.2,1,-7,-1,4,1,-2,1.8
O=C(NC1CCCCC1)c1cc(S(=O)(=O)N2CCOCC2)c(Cl)cc1Cl,1.1,-0.1,-0.7,3.1,-2,-4,-4,-2,0,-2,-1.8

# Entries of single compounds, looked up by structure:
# Cc1ccccc1N(C(=O)Cc1c[nH]c2ccccc12)C(C(=O)NC1CCCCC1)c1ccco1 (centres undefined) is listed as DAX1 inh-1: 0.2; DAX1 inh-2: 0.6; ssDAF12 agonist: 0.7; hcDAF-12 act: 2.2; ADAM17 inh: -1; PLCb3 inh: 1; MBD2 inh: -2; NR1D1 modulator: -2; SMARCA2 act: -1; PLCg1 inh: -1; hgDAF-12 ag: -0.2
# CCOC(=O)N1CCN(C(=O)CSCc2nc(-c3ccccc3F)oc2C)CC1 is listed as DAX1 inh-1: -0.4; DAX1 inh-2: -1.0; ssDAF12 agonist: -0.9; hcDAF-12 act: 0.4; ADAM17 inh: -5; PLCb3 inh: -1; MBD2 inh: 5; NR1D1 modulator: 1; SMARCA2 act: -2; PLCg1 inh: -1; hgDAF-12 ag: -1.8
